Compound activity from PubChem.
FBPA coupling cs: coupling enzyme interference in Giardia aldolase counter-screen; coupling enzyme system counterscreen, AmpLite Red fluorescence; activity change, negative = inhibition, % at 58.2 µM, hits read low; 290,000 compounds, 0.67% hits; AID 2472; in the data active = activity change below about -30%; note: % is set by controls: 0 for no effect and ±100 for the full control effect
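Coupling enzymes only (glyceraldehyde-3-phosphate) + compound, at 57.5 uM final, 10 min RT; add substrate/coupling/AmpLite Red mix, 20 min RT; fluorescence ex 525/em 598 nm. Actives flag coupling-system interference.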
Rab9 promoter act: activates the Rab9 promoter; 320,000 compounds, 2.8% hits; Huh7 Rab9 promoter-luciferase reporter, luminescence, 24 h; Potency, µM (titrated, usually from 9.22 µM), for inactives: top-dose activation, negative = inhibition, actives largely listed as activators; note: potency is the fitted concentration of half-maximal effect; % of control where 0% means no effect; nearly all actives have a fitted effect of over 60% in size
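Promoter activation is measured as luciferase luminescence in Huh7 cells stably transfected with a Rab9 promoter–luciferase construct, following 24 h compound exposure at 37 °C and 10 min reagent incubation at ambient temperature.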
uPA surface inh: inhibitors of cell surface uPA generation; AID 540303; Potency, µM (highest dose often 38.3 µM), for inactives: at the highest dose activity change, negative = inhibition, hits mostly inhibitors; 330,000 compounds, 0.31% hits; cell surface uPA generation assay, qHTS; active = well fitted inhibition curve with a large enough effect; inconclusive = small, poorly fitted or top-dose-only effect; inactive = no such curve, though single readings can be large or run the other way; tested in mouse RAW 264.7 cells; note: potency is the fitted concentration of half-maximal effect; % is set by controls: 0 for no effect and ±100 for the full control effect; nearly all actives have a fitted effect of over 55% in size
KCNH2 3.1 inh: blocks the human KCNH2 3.1 channel isoform; 340,000 compounds, 0.95% hits; activity change, % (tested at about 1.8 µM); U2OS KCNH2 3.1, thallium flux FluxOr; stronger effect = lower value;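 active = maximum activity change below -70%; inconclusive = maximum activity change from -70% to -50%; inactive = maximum activity change above -50%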;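 note: thallium influx rate constant from kinetic fluorescence after stimulation buffer; % is set by controls: 0 for no effect and ±100 for the full control effect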
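U2OS cells transduced with KCNH2 3.1 mutant virus (1.77 x 10^8 /mL, 4 h), plated overnight at 37 C, loaded 45 min with FluxOr dye plus Red40 quencher. Thallium flux rate constant from kinetic reads after stimulation buffer, normalised to controls.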
ELG1 genotoxic: inducers of genotoxicity in HEK293T ELG1-luciferase cells | HEK293T ELG1-luciferase reporter, luminescence, 16 h | Potency, µM (doses to about 46 µM), without a hit: top-dose activity change, positive = activation, usual class: activators | 330,000 compounds, 1.3% hits | AID 504466; note: potency is the fitted concentration of half-maximal effect; % of control where 0% means no effect; nearly all actives have a fitted effect of over 60% in size
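Screening used a luciferase reporter fused to human ELG1 in HEK293T cells. Luminescence was read on a CCD plate imager after 16 hr exposure and 30 min ONE-Glo incubation.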
FLuc modulator: firefly luciferase modulation, counter-screen for miR-21 project; P08659; purified FLuc, Km substrates, luminescence inhibition; Potency, µM (doses to about 57.5 µM), for inactives: at the highest dose activity change, negative = inhibition, usual class: inhibitors; 360,000 compounds, 6.9% hits;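 note: potency is the fitted concentration of half-maximal effect; plate controls were vehicle for no effect and reference inhibitor for full effect; nearly all actives have a fitted effect of over 55% in size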
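Purified P. pyralis luciferase (10nM final) with 10uM D-luciferin and 10uM ATP (Km levels) in 50mM Tris acetate pH 7.5, 10mM Mg acetate, 0.01% Tween-20, 0.05% BSA; qHTS 6-point titration, ~60 µM downward; luminescence read.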
Giardia killer: kills Giardia lamblia; 340,000 compounds, 0.15% hits; AID 540267; Giardia lamblia trophozoite viability; activity change, % at 7.66 µM, hits read low; in the data active = activity change below about -80%; inconclusive = between about -30% and that limit;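 note: parasites exposed to compound for two days anaerobically before the ATP read; % is set by controls: 0 for no effect and ±100 for the full control effect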
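Giardia lamblia trophozoites (100 cells/well) were incubated with compounds for 48 h at 37 deg C under anaerobic conditions. Viability was read as ATP content by one-step luminescence after 15-30 min at room temperature.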
Gal4-VP16 FLuc: Gal4-VP16 reporter inhibition counter-screen. 310,000 compounds, 3.5% hits. AID 2546. Drosophila S2 Gal4-VP16 UAS-luciferase, luminescence, 20 h. Potency, µM (titrated, usually from 53.6 µM), inactives show top-dose activity, negative = inhibition, most hits filed as inhibitors;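 note: Gal4-VP16 expression switched on by copper sulfate through the metallothionein promoter; potency is the fitted concentration of half-maximal effect; % is set by controls: 0 for no effect and ±100 for the full control effect; nearly all actives have a fitted effect of over 50% in size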
Tb PFK inh: T. brucei PFK enzyme inhibition; Potency, µM (series often up to 57.5 µM), without a hit: at the top dose activity, negative = inhibition, usual class: inhibitors; T. brucei PFK, ADP-Glo luminescence; 330,000 compounds, 0.17% hits;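 note: potency is the fitted concentration of half-maximal effect; 0% = uninhibited 1x PFK enzyme wells and -100% = no-enzyme wells; nearly all actives have a fitted effect of over 60% in size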
Target sequence (O15648 whole entry, looked up): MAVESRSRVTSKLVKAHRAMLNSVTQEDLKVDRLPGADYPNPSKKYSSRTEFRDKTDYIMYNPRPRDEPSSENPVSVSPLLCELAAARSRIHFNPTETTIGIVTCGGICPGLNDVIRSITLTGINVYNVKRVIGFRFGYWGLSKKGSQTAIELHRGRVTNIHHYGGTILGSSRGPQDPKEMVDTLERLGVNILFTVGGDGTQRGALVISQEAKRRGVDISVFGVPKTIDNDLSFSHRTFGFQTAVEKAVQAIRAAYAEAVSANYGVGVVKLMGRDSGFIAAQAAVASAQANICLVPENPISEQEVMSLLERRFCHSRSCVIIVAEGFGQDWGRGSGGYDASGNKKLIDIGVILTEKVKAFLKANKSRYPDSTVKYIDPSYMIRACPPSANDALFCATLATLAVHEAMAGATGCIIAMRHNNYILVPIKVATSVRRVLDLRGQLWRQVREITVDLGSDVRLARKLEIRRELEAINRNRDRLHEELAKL
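1.25 nM PFK with 0.5 mM F6P and 0.1 mM ATP in 0.1 M TEA pH 8.0, 5 mM MgCl2, incubated 45 min at room temperature; ADP measured by ADP-Glo luminescence; compounds titrated up to 57 uM.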
NPC1 promoter act: NPC1 promoter activation; Huh7 NPC1 promoter luciferase reporter, 24 h; Potency, µM (top dose mostly 9.22 µM), inactives show at the top dose activation, usual class: activators; 320,000 compounds, 2.4% hits;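 note: potency is the fitted concentration of half-maximal effect; % of control where 0% means no effect; nearly all actives have a fitted effect of over 60% in size; reporter is driven by a mutant NPC1 promoter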
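Cells: Huh7 expressing luciferase under the NPC1 promoter, 1500/well. Seeded 2 h, compound added, incubated 24 h at 37 °C. Luciferase reagent, 10 min ambient, then luminescence.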
RORg inh: inhibitors of mouse ROR gamma transcriptional activity. P51450. Drosophila S2 Gal4-RORgamma UAS-luciferase reporter, 20 h. Potency, µM (doses to about 53.6 µM), without a hit: at the top dose activity change, negative = inhibition, usual class: inhibitors. 310,000 compounds, 5.4% hits. AID 2551; note: potency is the fitted concentration of half-maximal effect; % is set by controls: 0 for no effect and ±100 for the full control effect; nearly all actives have a fitted effect of over 60% in size
Target sequence (P51450 whole entry, looked up, the tested form may be a part): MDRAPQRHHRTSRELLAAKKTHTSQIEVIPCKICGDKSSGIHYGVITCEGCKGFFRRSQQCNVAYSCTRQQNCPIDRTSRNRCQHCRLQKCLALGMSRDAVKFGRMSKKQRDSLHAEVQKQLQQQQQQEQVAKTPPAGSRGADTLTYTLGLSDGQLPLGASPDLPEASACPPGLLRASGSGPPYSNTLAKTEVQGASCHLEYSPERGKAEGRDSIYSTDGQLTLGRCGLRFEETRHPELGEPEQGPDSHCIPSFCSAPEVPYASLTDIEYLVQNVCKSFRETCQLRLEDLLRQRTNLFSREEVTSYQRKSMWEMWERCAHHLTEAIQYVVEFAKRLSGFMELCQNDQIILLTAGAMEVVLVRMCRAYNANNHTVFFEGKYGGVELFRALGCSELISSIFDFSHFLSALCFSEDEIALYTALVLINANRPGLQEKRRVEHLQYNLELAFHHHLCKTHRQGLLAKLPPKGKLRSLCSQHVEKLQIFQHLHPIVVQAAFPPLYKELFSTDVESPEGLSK
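Schneider cells (Drosophila), stable Gal4 DBD–ROR gamma + UAS-luc; 1 hr cmpd preincubation; Cu2+ induction 700 uM final; 20 hr ambient; luminescence.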
Numbers without * were called inactive; ? = inconclusive; / = no result given; [ ] = another dose, or the depositor's remark. Unless noted, calls come from the whole dose curve; as a rule, active = well fitted curve in the direction sought with a large enough effect; inconclusive = small, poorly fitted or top-dose-only effect, or another doubt; inactive = no such curve, though single readings can be large; an effect the other way counts as inactive or inconclusive.

SMILES	FBPA coupling cs	Rab9 promoter act	uPA surface inh	KCNH2 3.1 inh	ELG1 genotoxic	FLuc modulator	Giardia killer	Gal4-VP16 FLuc	Tb PFK inh	NPC1 promoter act	RORg inh
O=S(=O)(N1CCCCC1)N1CCN(c2ccccc2F)CC1	2	-1%	-7%	11	-2%	-2%	2	0%	0%	0%	-15%
CC(c1ccccc1)n1c(SCC(=O)Nc2ccccc2)n[nH]c1=O (stereo unspecified)	2	1%	1%	5	-8%	-1%	22	-5%	-2%	0%	31%
CCCOc1cc(CN2CCCCC2)cc(C(C)=O)c1	0	/	2%	-2	/	-1%	-1	0%	/	/	-13%
O=C(Nc1ncc(Cc2cccc(Cl)c2Cl)s1)c1ccc([N+](=O)[O-])cc1	3	-1%	2%	-6	4%	-2%	11	0%	0%	-7%	20%
C/C(=N\NC(=O)c1cccs1)c1ccc2ccccc2c1	0	?	-1%	10	9%	-16%	-16	1%	-6%	?	-31%
O=C(Nc1ccccc1N1CCOCC1)c1ccncc1	/	-4%	13%	6	1%	/	4	/	2%	1%	/
COc1ccc(-n2ccn3c(CCC(=O)N4CCN(c5cccc(C)c5C)CC4)nnc3c2=O)cc1	/	-3%	5%	-5	10%	0%	-10	-2%	0%	0%	-14%
CCOc1ccc(S(=O)(=O)N2CCN(C(=O)c3cc4ccccc4o3)CC2)cc1	/	/	-22%	1	-4%	/	5	/	0%	/	/
NC(=O)C1Cc2ccccc2CN1C(=O)c1nn(Cc2ccccc2)c(=O)c2ccccc12 (stereo unspecified)	/	-2%	7%	-12	0%	2%	2	/	1%	-2%	/
Cc1cccc(N(C)C(=O)CCS(=O)(=O)c2cc3c(cc2Cl)NC(=O)CO3)c1	2	0%	15%	22	0%	3%	14	-6%	-2%	3%	-12%
O=C(CN1CCN(Cc2ccc(F)cc2)CC1)NCCc1ccccc1	1	10%	2%	-5	-2%	0%	-9	-5%	5%	-4%	8%
O=C(NC(=S)NCC1COc2ccccc2O1)c1ccccc1 (stereo unspecified)	1	0%	-1%	11	0%	?	14	3%	-3%	0%	-24%
O=C(Nc1ccc(-c2csc(Nc3cccc(C(F)(F)F)c3)n2)cc1)c1cccc(C(F)(F)F)c1	-1	-14%	-24%	-29	-15%	2%	16	-15%	-1%	-12%	66%
Cc1ccc(-c2cc(C(=O)Nc3ccc(S(=O)(=O)Nc4cc(C)on4)cc3)c3ccccc3n2)c(C)c1	5	4%	3%	-9	-1%	-13%	6	3%	2%	-1%	?
CC(C)(C)NC(=O)/C(=C\c1ccco1)NC(=O)c1ccco1	0	2%	5%	-2	-2%	0%	6	-1%	0%	0%	-2%
CC(C)c1ccc(CNC(=O)C(=O)NCCCn2ccnc2)cc1	3	-8%	6%	-5	0%	-4%	2	-9%[10 µM]	-4%	0%	30%
COc1ccc2oc(=O)c(C(=O)NCc3ccccc3)cc2c1	0	-2%	3%	14	1%	3%	24	-2%	-1%	2%	15%
COCCNC(=O)Cn1cc(/C=N/NC(=O)c2ccc(Oc3ccc(O)cc3)cc2)c2ccccc21	0	-2%	2%	1	-7%	11µM*	-8	-2%	3%	0%	0%
Cc1ccc(C)c(C(=O)OCC(=O)Nc2cccc(S(=O)(=O)NC3=NCCCCC3)c2)c1	1	1%	2%	-12	-9%	-15%	16	8%	-6%	-2%	23%
COc1ccccc1CNC(=O)C1CCN(S(=O)(=O)c2ccc(-n3cnnn3)cc2)CC1	1	-1%	0%	-23	-5%	0%	0	-12%	1%	2%	-6%
O=C(CNC(=O)C1CCCCC1)NCCCO	2	1%	-6%	-7	2%	1%	3	1%	3%	7%	9%
CC1=C(C(=O)O)N2C(=O)C(NC(=O)c3nn(C)cc3[N+](=O)[O-])C2SC1 (stereo unspecified)	1	-2%	-4%	4	-2%	-18%	0	-3%[10 µM]	1%	0%	-8%
CCN(Cc1ccncc1)C(=O)C1CCN(S(=O)(=O)c2cccs2)CC1	5	-3%	-2%	7	0%	8%	1	0%	-8%	0%	0%
COCC(=O)Nc1ccc(N(C)C)cc1	-20	7%	0%	9	?	?	-16	23%	-8%	16%	11%
CC(C)(C)N(NC(=O)Nc1ccccc1)C(=O)c1ccccc1	0	-7%	2%	29	2%	0%	1	-6%	-4%	-2%	-20%

Sorted by the number under uPA surface inh (largest number first): some entries from above.
structure	uPA surface inh
O=C(Nc1ncc(Cc2cccc(Cl)c2Cl)s1)c1ccc([N+](=O)[O-])cc1	2%
CC(c1ccccc1)n1c(SCC(=O)Nc2ccccc2)n[nH]c1=O (stereo unspecified)	1%
COc1ccccc1CNC(=O)C1CCN(S(=O)(=O)c2ccc(-n3cnnn3)cc2)CC1	0%
C/C(=N\NC(=O)c1cccs1)c1ccc2ccccc2c1	-1%
CCN(Cc1ccncc1)C(=O)C1CCN(S(=O)(=O)c2cccs2)CC1	-2%

New compounds follow
SMILES	FBPA coupling cs	Rab9 promoter act	uPA surface inh	KCNH2 3.1 inh	ELG1 genotoxic	FLuc modulator	Giardia killer	Gal4-VP16 FLuc	Tb PFK inh	NPC1 promoter act	RORg inh
CN(Cc1cccc(Cl)c1Cl)c1ccc(S(=O)(=O)N2CCCCC2)cc1[N+](=O)[O-]	0	-4%	-1%	-13	-3%	5%	15	-2%	5%	-3%	-6%[10 µM]
COc1ccccc1N1C(=O)c2ccc(C(=O)Nc3nccs3)cc2C1=O	2	9%	2%	29	-1%	-9%	-22	-27%	-6%	-3%	?
CCOC(=O)CCC(=O)Nc1ccc(S(=O)(=O)N2CCc3ccccc32)cc1	-8	-4%	6%	19	-6%	7%	-24	7%	2%	-1%	6%
CCOC(=O)N1CCN(S(=O)(=O)c2ccc(C(=O)NNc3nc4c(C)cccc4s3)cc2)CC1	1	-17%	?	4	0%	1%	11	5µM*	-13%	-6%	10µM*
Cc1ccc(S(=O)(=O)N2[C@@H](c3ccc(F)cc3)C(C(=O)O)=C[C@H]2CC2CCCC2)cc1	/	/	-5%	-2	/	/	-17	/	-9%	/	/
CCN1CCN(C(=O)c2ccc3c(c2)c(C)c(C)n3Cc2ccccc2)CC1	3	3%	-7%	-15	-1%	?	-11	?	-5%	1%	-2%
CCOc1ccc2[nH]c(=O)c(CN(CCN3CCCC3)C(=S)Nc3ccccc3OC)cc2c1	1	-7%	-2%	-1	-1%	1%	1	-4%	0%	-2%	2%
Nc1n[nH]c(C(F)(F)F)c1-c1ccccc1	0	-3%	-1%	/	-5%	-4%	1	?	0%	6%	19%
O=C(Nc1ccc(Cl)cc1)Nc1cccc2nsnc12	-6	?	?	-2	?	4.8µM*	1	?	-5%	?	92%
COc1ccc(C(=O)N/C(=C\c2cn(S(=O)(=O)N(C)C)c3ccccc23)C(=O)NCCCN2CCOCC2)cc1	-3	-1%	-7%	-12	3%	1%	17	0%	2%	1%	3%
CN(C)S(=O)(=O)c1ccc(C(=O)NCC(C)(C)N2CCOCC2)cc1	2	-2%	5%	2	-1%	-1%	4	-16%	1%	0%	13%
COc1ccc(N2C(=O)C(CC(=O)Nc3ccccc3)N(Cc3ccccn3)C2=S)cc1 (stereo unspecified)	3	-9%	-7%	5	6%	3%	-17	-9%	-1%	-7%	?

Sorted by length of the SMILES (descending): part of the list above
SMILES	FBPA coupling cs	Rab9 promoter act	uPA surface inh	KCNH2 3.1 inh	ELG1 genotoxic	FLuc modulator	Giardia killer	Gal4-VP16 FLuc	Tb PFK inh	NPC1 promoter act	RORg inh
Cc1ccc(-c2cc(C(=O)Nc3ccc(S(=O)(=O)Nc4cc(C)on4)cc3)c3ccccc3n2)c(C)c1	5	4%	3%	-9	-1%	-13%	6	3%	2%	-1%	?
COc1ccc(-n2ccn3c(CCC(=O)N4CCN(c5cccc(C)c5C)CC4)nnc3c2=O)cc1	/	-3%	5%	-5	10%	0%	-10	-2%	0%	0%	-14%
COc1ccccc1N1C(=O)c2ccc(C(=O)Nc3nccs3)cc2C1=O	2	9%	2%	29	-1%	-9%	-22	-27%	-6%	-3%	?

Two entries drawn at random from those above, as already listed:
SMILES	FBPA coupling cs	Rab9 promoter act	uPA surface inh	KCNH2 3.1 inh	ELG1 genotoxic	FLuc modulator	Giardia killer	Gal4-VP16 FLuc	Tb PFK inh	NPC1 promoter act	RORg inh
COc1ccc(C(=O)N/C(=C\c2cn(S(=O)(=O)N(C)C)c3ccccc23)C(=O)NCCCN2CCOCC2)cc1	-3	-1%	-7%	-12	3%	1%	17	0%	2%	1%	3%
CN(Cc1cccc(Cl)c1Cl)c1ccc(S(=O)(=O)N2CCCCC2)cc1[N+](=O)[O-]	0	-4%	-1%	-13	-3%	5%	15	-2%	5%	-3%	-6%[10 µM]
